Source: PubChem
Growth percent in the NCI-60 one-dose screen (48 h, 10 µM unless noted): 100 = growth as untreated, 0 = no growth, -100 = all killed.
T-47D – T-47D breast cancer; 79,000 compounds, 5% hits; AID 1794792
MCF7 – MCF7 breast cancer; 82,000 compounds, 6.3% hits; AID 1794796
LOX IMVI – LOX IMVI melanoma. 79,000 compounds, 7.4% hits. AID 1794757
BT-549 – BT-549 breast cancer; AID 1794793; 78,000 compounds, 4.4% hits
HS 578T – HS 578T breast cancer; 78,000 compounds, 4.1% hits
SK-MEL-2 – SK-MEL-2 melanoma; 77,000 compounds, 4.7% hits; AID 1794763
MALME-3M – MALME-3M melanoma; 78,000 compounds, 5.8% hits
MDA-MB-231 – MDA-MB-231 breast cancer; 81,000 compounds, 5% hits
* = called active by the depositor; . = not tested or not shown; [ ] = remark or other dose. Rule for the calls: active = growth percent below 10; inactive = the rest.

structure,T-47D,MCF7,LOX IMVI,BT-549,HS 578T,SK-MEL-2,MALME-3M,MDA-MB-231
N=C(N)c1ccc(-c2ccc(-c3ccc(-c4ccc(Cl)cc4)s3)s2)cc1,89,89,.,101,95,104,103,84
COc1cc(/C=C2\C(=O)N(CC(O)COc3cc(O)c4c(=O)cc(-c5ccccc5)oc4c3)c3ccccc32)cc(OC)c1O (stereo unspecified),58,33,80,97,85,82,99,85
O=C(Nc1ccccc1F)C1=NCCCCN1,100,99,95,104,100,106,104,102
CCCCNC(=O)NS(=O)(=O)c1ccc(N2N=C(c3ccc(Oc4ccccc4)cc3)CCC2=O)cc1,96,98,.,110,106,121,.,131
O=C(NNc1ccc([N+](=O)[O-])cn1)Nc1cccc2ccccc12,100,91,94,98,100,101,113,106
Clc1ccc(Nc2nc(Nc3ccc(Cl)cc3)nc(Nc3ccc(-c4cc(-c5cccc(Cl)c5)on4)cc3)n2)cc1,83,87,79,99,105,73,128,81
COc1cccc(C(=O)Cn2cc(/C=C(\C#N)S(=O)(=O)c3ccccc3)c3ccccc32)c1,92,94,95,103,106,86,108,102
CN1CC(=O)N2[C@H](c3ccc4c(c3)OCO4)c3[nH]c4ccccc4c3C[C@@H]2C1=O,104,103,92,94,86,90,97,104
CCc1c(CC)c(CC)c(CC)c(CC)c1CC,106,103,99,128,111,123,112,84
OCC(O)C1OCOC(C(O)CO)C1O (stereo unspecified),102,99,98,99,112,109,113,89
COc1cc(OC)c(S(N)(=O)=O)cc1C(=O)/C=C/c1cc(OC)c(OC)c(OC)c1,29,47,48,81,79,.,74,60
Brc1ccc(/C=C/c2n(Cc3ccc4ccccc4c3)c3ccccc3[n+]2Cc2ccc3ccccc3c2)cc1,-58*,-66*,-100*,-57*,-44*,-89*,-88*,-96*
O=C(O)c1cc(Br)cc(Br)c1NS(=O)(=O)c1ccccc1,.,90,99,112,103,144,.,105
C=C(CN1CCc2c([nH]c3ccccc23)C1)c1ccc(C(=O)Nc2ccon2)cc1,23,88,84,55,94,76,129,79
O=C(Nc1ncccc1OCc1cn(Cc2ccc(F)cc2)nn1)c1ccccc1,101,97,104,96,103,116,90,102
O=C(COc1cccc(/C=C2\COc3ccccc3C2=O)c1)c1ccccc1,75,7.6*,24,45,-28*,71,90,84
ClCC1(CSc2ncnc3nc[nH]c23)COC1,106,105,97,113,120,106,112,109
CCSC1OC(C(COC(C)=O)OC(C)=O)C(OC(C)=O)C1NC(C)=S (stereo unspecified),107,108,97,98,115,124,114,103
OCC1=CC(O)C2C=COC(OC3OC(CO)C(O)C(O)C3O)C12 (stereo unspecified),94,88,99,102,94,95,104,95
COc1nc2c(c(=O)n1C)CN(Cc1ccccc1)C(=O)CN2C,86[100 µM],89[100 µM],105[100 µM],102[100 µM],90[100 µM],97[100 µM],101[100 µM],94[100 µM]

Exported with two lines to a compound: entries from further up.
Order of results – T-47D	MCF7	LOX IMVI	BT-549	HS 578T	SK-MEL-2	MALME-3M	MDA-MB-231
> N=C(N)c1ccc(-c2ccc(-c3ccc(-c4ccc(Cl)cc4)s3)s2)cc1
    89	89	.	101	95	104	103	84
> COc1cc(/C=C2\C(=O)N(CC(O)COc3cc(O)c4c(=O)cc(-c5ccccc5)oc4c3)c3ccccc32)cc(OC)c1O (stereo unspecified)
    58	33	80	97	85	82	99	85
> O=C(Nc1ccccc1F)C1=NCCCCN1
    100	99	95	104	100	106	104	102
> CCCCNC(=O)NS(=O)(=O)c1ccc(N2N=C(c3ccc(Oc4ccccc4)cc3)CCC2=O)cc1
    96	98	.	110	106	121	.	131
> O=C(NNc1ccc([N+](=O)[O-])cn1)Nc1cccc2ccccc12
    100	91	94	98	100	101	113	106
> Clc1ccc(Nc2nc(Nc3ccc(Cl)cc3)nc(Nc3ccc(-c4cc(-c5cccc(Cl)c5)on4)cc3)n2)cc1
    83	87	79	99	105	73	128	81
> COc1cccc(C(=O)Cn2cc(/C=C(\C#N)S(=O)(=O)c3ccccc3)c3ccccc32)c1
    92	94	95	103	106	86	108	102
> CN1CC(=O)N2[C@H](c3ccc4c(c3)OCO4)c3[nH]c4ccccc4c3C[C@@H]2C1=O
    104	103	92	94	86	90	97	104
> CCc1c(CC)c(CC)c(CC)c(CC)c1CC
    106	103	99	128	111	123	112	84
> OCC(O)C1OCOC(C(O)CO)C1O (stereo unspecified)
    102	99	98	99	112	109	113	89
> COc1cc(OC)c(S(N)(=O)=O)cc1C(=O)/C=C/c1cc(OC)c(OC)c(OC)c1
    29	47	48	81	79	.	74	60
> Brc1ccc(/C=C/c2n(Cc3ccc4ccccc4c3)c3ccccc3[n+]2Cc2ccc3ccccc3c2)cc1
    -58*	-66*	-100*	-57*	-44*	-89*	-88*	-96*
> O=C(O)c1cc(Br)cc(Br)c1NS(=O)(=O)c1ccccc1
    .	90	99	112	103	144	.	105
> C=C(CN1CCc2c([nH]c3ccccc23)C1)c1ccc(C(=O)Nc2ccon2)cc1
    23	88	84	55	94	76	129	79
> O=C(Nc1ncccc1OCc1cn(Cc2ccc(F)cc2)nn1)c1ccccc1
    101	97	104	96	103	116	90	102
> O=C(COc1cccc(/C=C2\COc3ccccc3C2=O)c1)c1ccccc1
    75	7.6*	24	45	-28*	71	90	84
> ClCC1(CSc2ncnc3nc[nH]c23)COC1
    106	105	97	113	120	106	112	109
> CCSC1OC(C(COC(C)=O)OC(C)=O)C(OC(C)=O)C1NC(C)=S (stereo unspecified)
    107	108	97	98	115	124	114	103

Looked up above:
MALME-3M, ClCC1(CSc2ncnc3nc[nH]c23)COC1 → 112
MDA-MB-231, CCSC1OC(C(COC(C)=O)OC(C)=O)C(OC(C)=O)C1NC(C)=S (stereo unspecified) → 103

(continued)
structure,T-47D,MCF7,LOX IMVI,BT-549,HS 578T,SK-MEL-2,MALME-3M,MDA-MB-231
CC[C@H](CC[C@@H](C)[C@H]1CC[C@H]2[C@@H]3C/C(=C/c4ccco4)C4=C/C(=C/c5ccco5)CC[C@]4(C)[C@H]3CC[C@]12C)C(C)C,76,90,89,96,94,110,105,107
COc1ccc(/C=C2\N=C3N(N/C(=N\n4c(-c5ccccc5)cc(C)cc4=S)N3c3ccccc3)C2=O)cc1,92,85,98,99,97,103,102,88
CNC(=S)N(C1CCCCC1)C1CCCCC1,105,102,114,98,106,98,122,101
CCC(C(=O)C(C)CN(C)C)(c1ccccc1)c1ccccc1 (stereo unspecified),93,90,96,93,91,106,85,84
Clc1ccc(-c2nnc(Cn3ccnc3)o2)cc1,100,94,112,120,95,.,120,102
CC(C)c1nn[nH]n1,105,97,99,117,98,118,107,107
O=C(O)Cc1ccc(NC(=O)c2ccccc2Nc2ccnc(C(F)(F)F)c2)cc1,106,96,109,107,94,114,111,100
O=C(O)c1c2ccccc2nc2ccccc12,.,93,96,108,97,100,106,106
C=C1C(=O)O[C@H]2[C@H]1CC/C(COC(=O)NCCc1c[nH]c3ccc(Cl)cc13)=C\CC[C@@]1(C)O[C@@H]21,-40*,8.5*,-82*,-53*,23,-3.3*,-84*,-70*
COc1ccc(-c2nc(SCC(=O)c3ccc(F)cc3)[nH]c(=O)c2C#N)cc1,85,94,90,96,86,93,102,89
CN1CCN(C(=O)OCCOCCOC(=O)N2CCN(C)CC2)CC1,109,102,91,99,111,.,133,95
CCOC(=O)c1c(NC(=O)c2ccccc2)sc2c1CCC(=O)C2,75,75,54,103,105,91,109,98
Oc1ccc(Cn2cc3c(c2-c2ccccc2)CCc2cnoc2-3)cc1,78,105,89,101,106,102,.,82
Cc1ccc2c(C)c(C)c(=O)n(C)c2c1,111,120,105,104,107,108,.,108
Cc1ccc(C=O)c(C)c1,97,99,98,102,92,94,108,99
O=c1[nH]c(N2CCNCC2)nc2sc3c(c12)CCCC3,80,97,89,94,.,.,98,86
CCOc1cccc(-c2nc(N)nc(Nc3ccccc3SCSc3ccccc3Nc3nc(N)nc(-c4cccc(OCC)c4)n3)n2)c1,60,81,74,116,95,78,106,72
COC(=O)C1=CCC[C@@H]2[C@@](C)(CC(=O)c3ccoc3)[C@H](C(=O)OC)CC[C@@]12C,79,112,95,102,103,100,112,95
Cc1ccc(OC(=O)c2ccccc2)cc1,108,97,105,.,141,.,123,126
Cc1ccc(C(=O)CSc2nnc3sc(Nc4cccc(Cl)c4)nn23)cc1,66,99,98,100,105,107,99,91
COC(=O)[C@H](Cc1ccccc1)NC(=O)COc1c(OC)c(OC)cc2oc(-c3cccc(C(=O)Nc4ccc(Cl)cc4)c3)cc(=O)c12,101,85,92,102,92,117,107,97
NC(=O)CC(=O)O,94,92,103,101,101,111,96,98
CCOC(=O)CSc1nc(-c2ccccc2)c(C#N)c(N)c1C#N,92,73,95,91,109,96,101,90
O=CNc1ccc(Cl)cc1,96,95,91,102,101,101,103,99
O/N=C/c1ccco1,98,91,102,117,101,98,102,106
O=C(CCC(=O)c1nc2ncccc2[nH]1)NN1C(=O)CSC1c1ccccc1O (stereo unspecified),93,87,89,114,89,105,111,92
C[N+](C)(C)C[C@H](O)CC(=O)[O-],106,92,97,103,90,110,98,99
CCOC(=O)CCSC1=C(C)C(=O)c2ccccc2C1=O,78,76,97,107,94,89,102,86
O=C(Cc1ccccc1)c1ccc(O)c(F)c1,104,97,106,.,127,114,120,114
CC(C)CSc1ncnc2nc[nH]c12,86,97,98,104,116,107,104,98
Clc1ccc2nc(CI)c(CI)nc2c1,85,22,15,73,158,83,75,74
O=[N+]([O-])c1cc2c(ccc3occc32)o1,95,9.9*,-36*,22,50,-46*,-33*,17
COc1ccc(-c2nnc(COc3ccc(Cl)cc3Cl)o2)cc1OC,-10*,33,16,80,4.7*,58,-1.8*,.
O=C(CSc1nc2ccccc2c(=O)n1-c1ccccc1)Nc1cccc(C(=O)/C=C/c2ccc(Br)cc2)c1,83,23,75,109,105,102,112,107
COc1cc(-c2c3c(c(Br)n2Cc2ccccc2)-c2nc(NC(=O)c4ccccc4)sc2CC3)cc(OC)c1OC,68,85,91,95,90,89,76,78
CC(=O)Oc1cccc(O)c1,109,.,90,113,128,116,101,118
C=CC(C)(C)[C@@]12Nc3c(ccc4c3C=CC(C)(C)O4)[C@]1(O)C[C@H]1C(=O)N3CCC[C@@]3(O)C(=O)N12,90,93,94,98,111,107,89,106
COc1cc(C2=NN(C(C)=O)C(c3c(C)nn(-c4ccccc4)c3N3CCOCC3)C2)cc(OC)c1OC (stereo unspecified),93,94,102,86,91,102,94,102
NS(=O)(=O)Oc1ccc(-c2cn3ccoc3n2)cc1,98,93,104,103,105,99,100,105
CC1(C)CC(=O)c2c(nn(-c3ccccc3)c2-c2cn(-c3ccccc3)nc2-c2ccccc2)C1,72,87,83,97,98,97,95,89
C#C[C@]1(O)CC[C@H]2[C@@H]3CC=C4c5sc(-c6c(Cl)cccc6Cl)nc5CC[C@]4(C)[C@H]3CC[C@@]21C,67,96,89,109,100,106,.,98
C1=NN(c2ccccc2)C=NN1c1ccccc1,23,34,95,85,95,87,49,58
O=C(Nc1nc2ccc(Cl)cc2s1)c1ccc(C(=O)Nc2nc3ccc(Cl)cc3s2)cc1,96,92,95,93,88,104,97,97
